Screening data as filed in PubChem.
Myeloid diff 2: induction of myeloid progenitor differentiation, primary screen, cell-based, flow cytometry, MLPCN library. ER-HoxA9 myeloid progenitors, lysozyme-GFP differentiation. calls only at 10 µM. actives 1% (n = 360,000);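 active = normalized GFP-positive differentiation at or above the plate's own cutoff, the solvent-only control mean plus 3 SD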;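 note: cells exposed to compound for four days before flow analysis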
Siah-1 displacement: Siah-1 peptide-binding antagonists, primary screen, biochemical, fluorescence polarization, rhodamine-plectin, uHTS (AID 1817); E3 ubiquitin-protein ligase SIAH1 (Homo sapiens); Siah-1 / rhodamine-plectin peptide fluorescence polarization; higher % means a stronger effect; displacement, % at 20 µM, or IC50 in µM where a hit was titrated; actives 0.02% (n = 290,000);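 active = displacement of at least 50% at 20 µM, with a fluorescence ratio check between 0.3 and a set limit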;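 note: plate controls were Siah plus tracer with DMSO for no effect and tracer alone without Siah for full effect; strong numbers were not always called active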
Salmonella PhoP GFP: inhibitors of PhoP regulon expression, primary screen, Salmonella Typhimurium, GFP reporter (AID 1863). S. Typhimurium PhoP-regulated promoter GFP reporter, 4 h; higher % means a stronger effect. inhibition, % at 50 µM; hits with a dose series show IC50 in µM. actives 0.16% (n = 300,000);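 active = inhibition over 29.93%, a cutoff 3 SD above the screen mean, later confirmed by dose response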;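 note: 0% = low Mg2+ inducing control and 100% = high Mg2+ repressing control; strong numbers were not always called active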
WT yeast gro inh: growth inhibition of WT strain, primary screen, mitochondrial fusion inhibitor project, WT and mutant strains, chemical genetic. mitochondrial fusion phenotypic screen. inhibition, % at 10 µM. actives 2.1% (n = 190,000). AID 1362, 2008; in the data active = inhibition above about 58%; tested in S. cerevisiae
TNAP activators: human TNAP enzyme activators, primary screen, biochemical, luminescent, no phosphate acceptor, uHTS (AID 1001); purified TNAP, luminescent activation assay, no phosphate acceptor; higher activation fold means a stronger effect; actives 0.03% (n = 200,000); Alkaline phosphatase, tissue-nonspecific isozyme (Homo sapiens); one-dose activation fold at 20 µM; EC50 in µM for titrated hits; in the data active = activation fold from about 3, or a potency from the dose series; inactive = the rest, 99 in 100 with activation fold below about 1.6; note: many of its hits are not listed in these tables
human PMI inhibitors: human PMI inhibitors, high substrate, primary screen, biochemical, fluorescence intensity, high mannose 6-phosphate (AID 1220); Mannose-6-phosphate isomerase (Homo sapiens); recombinant PMI enzyme, coupled fluorescence intensity; higher % means a stronger effect; one-dose inhibition, % at 20 µM; IC50 in µM for titrated hits; actives 0.66% (n = 190,000)
RSV CPE inhibition: RSV antiviral activity via CPE protection, HEp-2 cells, primary 10 µM value included (AID 2391); HEp-2 cells, RSV-induced CPE inhibition; higher % means a stronger effect; CPE inhibition, % at 10 µM, or IC50 in µM where a hit was titrated; actives 0.13% (n = 310,000); in the data active = a potency from the dose series; note: strong numbers were not always called active
XIAP antagonists: XIAP antagonists, biochemical, IAP family, fluorescence polarization (AID 1018); E3 ubiquitin-protein ligase XIAP (Homo sapiens); XIAP BIR domain, fluorescence polarization peptide displacement; higher % means a stronger effect; one-dose displacement, % at 20 µM; IC50 in µM for titrated hits; actives 0.007% (n = 200,000); in the data active = displacement above about 50%; note: a part of the inactive calls stands beside numbers as strong as those of hits
PMI inhibitors: inhibitors of human PMI, primary screen, biochemical, fluorescence intensity, coupled assay (AID 1209). Mannose-6-phosphate isomerase (Homo sapiens). purified PMI enzyme, coupled fluorescence intensity; higher % means a stronger effect. inhibition, % at 20 µM, or IC50 in µM where a hit was titrated. actives 0.42% (n = 190,000);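 note: plate controls were DMSO vehicle for no effect and wells lacking substrate for full effect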
WT yeast gro inh mutant strain: recorded beside WT yeast gro inh, whose call it bears; inhibition, %; mitochondrial fusion phenotypic screen, mutant strain inhibition
Myeloid diff 2 GFP+ MAC1+ %: recorded beside Myeloid diff 2, whose call it bears; GFP+ MAC1+ double positive, %; measured here: differentiation confirmed by MAC1 staining
* = called active by the depositor. Cut-off read from the data, not from the text of the source, unless noted: active = inhibition above about 50%; inactive = the rest.

Screening C=C(C)Cn1c(Sc2nc3ccccc3[nH]2)nc2c1c(=O)[nH]c(=O)n2C returned Myeloid diff 2 inactive, Siah-1 displacement -5%, Salmonella PhoP GFP 3%, WT yeast gro inh 19, TNAP activators 1.1, human PMI inhibitors -8%, RSV CPE inhibition -0.5%, XIAP antagonists -6.3%, PMI inhibitors -5%, WT yeast gro inh mutant strain 11 and Myeloid diff 2 GFP+ MAC1+ % 0.4.
Screening Cc1ccc(Nc2nc(-c3sc(NC(=O)c4cccc(Cl)c4)nc3C)cs2)cc1 returned Siah-1 displacement 3%, Salmonella PhoP GFP -3%, WT yeast gro inh 22, TNAP activators 1.1, human PMI inhibitors 21%, RSV CPE inhibition 7.8%, XIAP antagonists -0.9%, PMI inhibitors 44% and WT yeast gro inh mutant strain -2.
Screening CCOC(=O)C1C(=O)NC(N2CCCCC2)=NC1C(C)C (stereo unspecified) returned Myeloid diff 2 inactive, Siah-1 displacement -3%, Salmonella PhoP GFP 13%, WT yeast gro inh -12, TNAP activators 1.1, human PMI inhibitors 1%, RSV CPE inhibition 0.1%, XIAP antagonists 0.7%, PMI inhibitors 5%, WT yeast gro inh mutant strain -10 and Myeloid diff 2 GFP+ MAC1+ % 0.6.
`COC(=O)c1cc(C)[nH]c2c(C)cc3nc4ccccc4c3c12` gave Myeloid diff 2 inactive, Siah-1 displacement 1%, Salmonella PhoP GFP -8%, RSV CPE inhibition 51% and Myeloid diff 2 GFP+ MAC1+ % 0.2.
Screening CCCCNC(=O)CSc1nc2ccsc2c(=O)n1CCCC(=O)NCCc1ccc(S(N)(=O)=O)cc1 returned Myeloid diff 2 inactive, Siah-1 displacement 2%, Salmonella PhoP GFP 0%, WT yeast gro inh -1, TNAP activators 1, human PMI inhibitors -7%, RSV CPE inhibition 0.8%, XIAP antagonists -3.0%, PMI inhibitors -5%, WT yeast gro inh mutant strain 0 and Myeloid diff 2 GFP+ MAC1+ % 0.6.
Cc1ccc([N+](=O)[O-])cc1NC(=O)CN(C)CCOc1ccccc1 was read as Myeloid diff 2 inactive, Siah-1 displacement 3%, Salmonella PhoP GFP 3%, RSV CPE inhibition 38% and Myeloid diff 2 GFP+ MAC1+ % 0.8.
CC1CCCN(CC(=O)Nc2ccc(S(=O)(=O)N3CCCCCC3)cc2)C1 (stereo unspecified) was read as Myeloid diff 2 inactive, Siah-1 displacement 3%, Salmonella PhoP GFP -5%, WT yeast gro inh 4, TNAP activators 1.1, human PMI inhibitors 6%, RSV CPE inhibition -0.8%, XIAP antagonists -20%, PMI inhibitors 12%, WT yeast gro inh mutant strain -3 and Myeloid diff 2 GFP+ MAC1+ % 0.4.
COC(=O)c1ccccc1OCCCCN1CC(C)OC(C)C1 (stereo unspecified) was read as Myeloid diff 2 inactive, Siah-1 displacement 0%, Salmonella PhoP GFP 6%, WT yeast gro inh 18, TNAP activators 1.1, human PMI inhibitors -12%, RSV CPE inhibition 0.2%, XIAP antagonists 0.9%, PMI inhibitors -11%, WT yeast gro inh mutant strain 39 and Myeloid diff 2 GFP+ MAC1+ % 0.3.
`COC(=O)c1nnn(-c2ccsc2C(=O)OC)c1C(=O)OC` gave Myeloid diff 2 inactive, Siah-1 displacement 4%, Salmonella PhoP GFP 5%, WT yeast gro inh -8, TNAP activators 1, human PMI inhibitors -9%, RSV CPE inhibition 1.8%, XIAP antagonists -2.7%, PMI inhibitors -8%, WT yeast gro inh mutant strain -1 and Myeloid diff 2 GFP+ MAC1+ % 0.5.
Screening CN1C(=O)N(c2nnc(C(C)(C)C)s2)C(=O)C1c1ccccc1 (stereo unspecified) returned Myeloid diff 2 inactive, Siah-1 displacement 14%, Salmonella PhoP GFP -4%, RSV CPE inhibition 2.2% and Myeloid diff 2 GFP+ MAC1+ % 0.5.
For COc1cc(NC(=O)c2ccccc2OCc2ccccc2)cc(OC)c1OC the results were Myeloid diff 2 inactive, Siah-1 displacement 2%, Salmonella PhoP GFP 8%, RSV CPE inhibition 1.5% and Myeloid diff 2 GFP+ MAC1+ % 0.2.
`Cc1ccc(S(=O)(=O)CCC(=O)NCc2ccc(Cl)cc2)cc1` gave Myeloid diff 2 inactive, Siah-1 displacement 1%, Salmonella PhoP GFP -12%, WT yeast gro inh 5, TNAP activators 1, human PMI inhibitors -9%, RSV CPE inhibition 1.9%, XIAP antagonists -14%, PMI inhibitors 0%, WT yeast gro inh mutant strain 4 and Myeloid diff 2 GFP+ MAC1+ % 0.5.
O=C(CN1CCN(Cc2ccccc2Cl)CC1)N/N=C/c1ccccn1 was read as Myeloid diff 2 inactive, Siah-1 displacement -1%, Salmonella PhoP GFP -1%, RSV CPE inhibition -0.5% and Myeloid diff 2 GFP+ MAC1+ % 0.8.
Screening CCOP(=O)(OCC)C(NC(=O)c1cccs1)c1ccccc1 (stereo unspecified) returned Myeloid diff 2 inactive, Siah-1 displacement -1%, Salmonella PhoP GFP 5%, RSV CPE inhibition 0.4% and Myeloid diff 2 GFP+ MAC1+ % 1.5.
Screening CCN(CC)c1ccc(-c2n[nH]c(=S)n2-c2ccccc2)cc1 returned Myeloid diff 2 inactive, Siah-1 displacement -1%, Salmonella PhoP GFP 3%, WT yeast gro inh 2, TNAP activators 1.7, human PMI inhibitors 19%, RSV CPE inhibition 1.0%, XIAP antagonists -5.6%, PMI inhibitors 17%, WT yeast gro inh mutant strain 2 and Myeloid diff 2 GFP+ MAC1+ % 1.1.
COC(=O)c1ccc(/C=N/NC(=O)c2ccc3nc[nH]c3c2)cc1 was read as Myeloid diff 2 inactive, Siah-1 displacement 5%, Salmonella PhoP GFP -5%, RSV CPE inhibition 5.2% and Myeloid diff 2 GFP+ MAC1+ % 1.6.
For O=C(O)CC(NC(=O)OCc1ccccc1)c1ccccc1 (stereo unspecified) the results were Myeloid diff 2 inactive, Siah-1 displacement -2%, Salmonella PhoP GFP -14%, WT yeast gro inh -6, TNAP activators 1.1, human PMI inhibitors 5%, RSV CPE inhibition 0.1%, XIAP antagonists 1.0%, PMI inhibitors 2%, WT yeast gro inh mutant strain 22 and Myeloid diff 2 GFP+ MAC1+ % 0.9.
Screening O=C(Nc1ccc(F)cc1)Nc1ccc([N+](=O)[O-])cn1 returned Myeloid diff 2 inactive, Siah-1 displacement 9%, Salmonella PhoP GFP 4%, WT yeast gro inh 18, TNAP activators 1.1, human PMI inhibitors -15%, RSV CPE inhibition 0.6%, XIAP antagonists -7.1%, PMI inhibitors -9%, WT yeast gro inh mutant strain 9 and Myeloid diff 2 GFP+ MAC1+ % 0.1.
COc1cccc(C(=O)Nc2cc(C)on2)c1OC was read as Myeloid diff 2 inactive, Siah-1 displacement 5%, Salmonella PhoP GFP 9%, WT yeast gro inh -10, TNAP activators 1, human PMI inhibitors -9%, RSV CPE inhibition 0.6%, XIAP antagonists -2.8%, PMI inhibitors -12%, WT yeast gro inh mutant strain -16 and Myeloid diff 2 GFP+ MAC1+ % 0.2.
`O=C(CN(C(=O)c1csnn1)c1cccc(Cl)c1)NC1CCCC1` gave Myeloid diff 2 inactive, Siah-1 displacement -2%, Salmonella PhoP GFP 2%, RSV CPE inhibition 0.4% and Myeloid diff 2 GFP+ MAC1+ % 0.8.
Screening COc1cccc(C(C(=O)NC2CCCCC2)N(C(=O)CNC(=O)c2ccco2)c2cccnc2)c1 (stereo unspecified) returned Myeloid diff 2 inactive, Siah-1 displacement 4%, Salmonella PhoP GFP 7%, RSV CPE inhibition 0.2% and Myeloid diff 2 GFP+ MAC1+ % 0.6.
`C#Cc1ccc(C(=O)NCc2ccc(N3CCCC3=O)cc2)cc1` gave Myeloid diff 2 inactive, Siah-1 displacement 24%, Salmonella PhoP GFP -11%, WT yeast gro inh -13, TNAP activators 1.1, human PMI inhibitors -1%, RSV CPE inhibition 0.6%, XIAP antagonists -4.6%, PMI inhibitors 1%, WT yeast gro inh mutant strain -7 and Myeloid diff 2 GFP+ MAC1+ % 0.6.
`Cc1cc(F)ccc1NCC(=O)Nc1ccc(Br)cc1C` gave Myeloid diff 2 inactive, Siah-1 displacement 1%, Salmonella PhoP GFP 0%, WT yeast gro inh 23, TNAP activators 1.1, human PMI inhibitors 27%, RSV CPE inhibition 22%, XIAP antagonists -8.9%, PMI inhibitors 22%, WT yeast gro inh mutant strain -5 and Myeloid diff 2 GFP+ MAC1+ % 0.8.
Cc1nc2cc(C(F)(F)F)ccc2n1C1CCN(C(=O)N2CCOCC2)CC1 was read as Myeloid diff 2 inactive, Siah-1 displacement -2%, Salmonella PhoP GFP -2%, WT yeast gro inh -6, TNAP activators 1.1, human PMI inhibitors 3%, RSV CPE inhibition 1.5%, XIAP antagonists -0.8%, PMI inhibitors 5%, WT yeast gro inh mutant strain -3 and Myeloid diff 2 GFP+ MAC1+ % 0.2.
For C=CCN(c1cccc(C(F)(F)F)c1)S(=O)(=O)c1cccc(C(=O)OCC(=O)NC(N)=O)c1 the results were Myeloid diff 2 inactive, Siah-1 displacement 0%, Salmonella PhoP GFP -2%, WT yeast gro inh -28, TNAP activators 1, human PMI inhibitors 12%, RSV CPE inhibition 1.3%, XIAP antagonists 0.5%, PMI inhibitors 6%, WT yeast gro inh mutant strain -6 and Myeloid diff 2 GFP+ MAC1+ % 0.6.
`CCOc1ccc(C(=O)Nc2cccc(C)n2)cc1` gave Myeloid diff 2 inactive, Siah-1 displacement 1%, Salmonella PhoP GFP -3%, WT yeast gro inh 19, TNAP activators 1.1, human PMI inhibitors -4%, RSV CPE inhibition 5.6%, XIAP antagonists -1.3%, PMI inhibitors -7%, WT yeast gro inh mutant strain 7 and Myeloid diff 2 GFP+ MAC1+ % 1.0.
Cc1nc(-c2ccc(F)cc2)c(CC(=O)N2CCN(S(=O)(=O)c3ccc(F)cc3)CC2)s1 was read as Myeloid diff 2 inactive, Siah-1 displacement 2%, Salmonella PhoP GFP -4%, RSV CPE inhibition 4.2% and Myeloid diff 2 GFP+ MAC1+ % 1.2.
For CCNC(=S)N1CCC(C(O)(c2ccccc2)c2ccccc2)CC1 the results were Myeloid diff 2 inactive, Siah-1 displacement 0%, Salmonella PhoP GFP 2%, WT yeast gro inh 4, TNAP activators 1.1, human PMI inhibitors 4%, RSV CPE inhibition -0.7%, XIAP antagonists -2.7%, PMI inhibitors 7%, WT yeast gro inh mutant strain -5 and Myeloid diff 2 GFP+ MAC1+ % 0.1.

Two entries drawn at random from the list so far:
`CCOc1ccc(C(=O)Nc2cccc(C)n2)cc1` gave Myeloid diff 2 inactive, Siah-1 displacement 1%, Salmonella PhoP GFP -3%, WT yeast gro inh 19, TNAP activators 1.1, human PMI inhibitors -4%, RSV CPE inhibition 5.6%, XIAP antagonists -1.3%, PMI inhibitors -7%, WT yeast gro inh mutant strain 7 and Myeloid diff 2 GFP+ MAC1+ % 1.0.
For C=CCN(c1cccc(C(F)(F)F)c1)S(=O)(=O)c1cccc(C(=O)OCC(=O)NC(N)=O)c1 the results were Myeloid diff 2 inactive, Siah-1 displacement 0%, Salmonella PhoP GFP -2%, WT yeast gro inh -28, TNAP activators 1, human PMI inhibitors 12%, RSV CPE inhibition 1.3%, XIAP antagonists 0.5%, PMI inhibitors 6%, WT yeast gro inh mutant strain -6 and Myeloid diff 2 GFP+ MAC1+ % 0.6.
